APP 5UTR inh = APP translation inhibition. AID 1285. 190,000 tested, 0.82% active. SH-SY5Y APP 5'UTR-luciferase reporter, luminescence. inhibition, % at 2 µM;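 active = inhibition above a set limit, derived from the sample mean plus 3 SD, cut at about 45% in these data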; note: values of inactives mirror those of a sister screen read the other way
Hsp70 activator = switches on Hsp70 transcription | HeLa Hsp70 promoter luciferase reporter, luminescence; scaled: vehicle 0, proteasome-inhibitor control 100% | 200,000 tested, 0.04% active | AID 1203 | activation, % at 10 µM;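 active = activation above the mean across all tested compounds plus 3 SD, cutoff set per campaign, cut at about 5.5% in these data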;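 note: 100% = MG132 at 30 µM as the positive control and 0% = DMSO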
STAT1 activator = increases IFN-gamma driven STAT1 reporter signal; NIH 3T3 STAT1-luciferase reporter, luminescence; 100% = IFN-gamma alone, no compound; activation (% of control), % at 5.5 µM; 200,000 tested, 2.6% active;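 active = activation above the screen-wide mean activation plus 3 SD, cut at about 130% in these data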;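 note: raw ratio to IFN-gamma control signal so 100% means no change and 0% no light; values of inactives mirror those of a sister screen read the other way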
Efa HMGR inh = E. faecalis class II HMG-CoA reductase inhibition; AID 1066; purified E. faecalis HMGR, NADPH absorbance 340 nm kinetic; 190,000 tested, 0.41% active; inhibition, % at 10 µM;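 active = inhibition above a set limit, the median over all tested compounds plus 3 SD, cut at about 9.5% in these data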;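 note: enzyme runs in reverse so mevalonate oxidation gives rising NADPH absorbance; 0% = complete reaction with DMSO and 100% = background rate lacking mevalonate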
NF-kB expr up = NF-kB expression increase, human neuronal cells | NF-kB reporter expression; hits give high values | fold change at 12.5 µM | 190,000 tested, 1.6% active; in the data active = fold change above about 3.3
FLuc act counter = affects firefly luciferase, flagging false hits in luciferase stimulation screens. P08659. ATPlite luciferase biochemical, luminescence, 10 min; 0 = ATP-free wells, 1 = DMSO control. activation factor at 10 µM. 200,000 tested, under 10 active. AID 1027;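 active = luciferase activation factor, scaled between plate controls, of at least 2 with compound at 10 µM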
Target sequence (P08659 whole entry, looked up): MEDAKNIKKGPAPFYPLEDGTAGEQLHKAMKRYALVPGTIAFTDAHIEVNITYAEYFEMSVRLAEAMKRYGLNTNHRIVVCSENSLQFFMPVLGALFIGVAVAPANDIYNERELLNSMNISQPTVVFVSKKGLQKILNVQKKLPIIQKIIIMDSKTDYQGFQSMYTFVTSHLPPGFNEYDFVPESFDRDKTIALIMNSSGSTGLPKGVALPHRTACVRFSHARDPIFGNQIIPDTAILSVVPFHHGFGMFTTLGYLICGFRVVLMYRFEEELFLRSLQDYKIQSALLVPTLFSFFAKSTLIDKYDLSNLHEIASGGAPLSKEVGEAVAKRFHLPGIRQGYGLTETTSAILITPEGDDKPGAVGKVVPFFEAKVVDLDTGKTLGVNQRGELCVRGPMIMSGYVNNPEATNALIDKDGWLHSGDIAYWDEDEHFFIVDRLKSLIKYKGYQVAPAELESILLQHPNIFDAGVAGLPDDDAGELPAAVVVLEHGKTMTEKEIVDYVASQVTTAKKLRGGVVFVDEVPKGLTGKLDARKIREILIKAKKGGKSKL
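Material: luciferase plus luciferin reagent, cell-free. Medium: PBS buffer for ATP. Also added: ATP substrate, dispensed from a 10.24 µM working solution in PBS. Doses: test compounds dosed from 2 mM stocks in 100% DMSO. Incubation: 10 min post-reagent at room temperature. Technique: light output (luminescence). Read-out basis: luminescence gain marking luciferase activators.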
DTT redox prof = compounds producing H2O2 with reducing agent – biochemical, NIH compound library profiling, artefact control for MLSCN library redox annotation, primary screen; DTT-dependent redox cycling H2O2, phenol red/HRP absorbance; 100% = 100 µM peroxide control, 0% = buffer; activation, % at 10 µM; 200,000 tested, 0.03% active; AID 878;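 active = activation of at least 50% relative to the plate's high and low controls in the primary single-dose screen; inactive = activation below 50%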;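 note: compound incubated with DTT at 0.8 mM final as the reducing agent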
G6PDH CS = L. mesenteroides G6PDH inhibition counter-screen. Purified L. mesenteroides G6PDH, diaphorase/resazurin coupled fluorescence, 45 min. inhibition, % at 5 µM. 200,000 tested, 0.12% active; in the data active = inhibition above about 50%
APP 5'UTR act = activates APP 5'UTR luciferase reporter. SH-SY5Y APP 5'UTR luciferase reporter, luminescence; zero percent = DMSO vehicle wells. activation, % at 2 µM. 190,000 tested, 1% active. AID 1276;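 active = activation above a set limit, based on mean plus 3 SD of controls, cut at about 140% in these data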; note: values of inactives mirror those of a sister screen read the other way
FLuc inhib CS = counter-screen for luciferase assay inhibitors: firefly luciferase inhibition; inhibition, % at 10 µM; ATPLite firefly luciferase biochemical luminescence, 10 min; 200,000 tested, 1.5% active; P08659;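 active = inhibition above about 50% when tested at 10 µM, limit read from the data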
* = called active by the depositor; · = no result given.

Key to letters: A = APP 5UTR inh; B = Hsp70 activator; C = STAT1 activator; D = Efa HMGR inh; E = NF-kB expr up; F = FLuc act counter; G = DTT redox prof; H = G6PDH CS; I = APP 5'UTR act; J = FLuc inhib CS
> CCC(C(=O)NC1CCCC1)N(C(=O)Cn1nnc(-c2ccc(C)o2)n1)C(C)(C)C (configuration not stated)
  A: 6; B: 0.1; C: 104; D: -6; E: 0.99; F: 1; G: -2.7; H: 8; I: -6; J: -1

> COc1ccc(-c2cc(C(=O)NNC(=S)NC(=O)c3c(-c4ccccc4)noc3C)[nH]n2)cc1
  A: 18; B: -0.1; C: 112; D: 0; E: 0.94; F: 0.9; G: -0.5; H: -9; I: -18; J: 7

> Cc1onc(-c2c(Cl)cccc2Cl)c1C(=O)NCc1ccco1
  A: -4; B: 0.1; C: 100; D: -6; E: 1.2; F: 1; G: -2.2; H: 6; I: 4; J: -2

> Cc1ccc(/C(N)=N/OC(=O)N2c3ccccc3Sc3ccccc32)cc1
  A: -7; B: 0.2; C: 105; D: ·; E: ·; F: ·; G: 2.3; H: ·; I: 7; J: ·

> CCOC(=O)C1(Cc2ccccc2)CCCN(Cc2cccc(C(C)=O)c2)C1 (configuration not stated)
  A: -2; B: -0.2; C: 96; D: -9; E: 0.76; F: 1; G: -0.5; H: 5; I: 2; J: -4

> CC12CCC(C(=O)Nc3cccnc3)(CC1=O)C2(C)C (configuration not stated)
  A: -1; B: -0.3; C: 97; D: 4; E: 1.2; F: 1; G: 2.7; H: 1; I: 1; J: -2

> COc1ccc(C(=O)NCC(=O)N2CCCC(C)C2)cc1OC (configuration not stated)
  A: -1; B: -0.1; C: 105; D: -7; E: 1.2; F: 1; G: 0.3; H: 2; I: 1; J: 1

> Cc1cc(C)cc(NC(=O)CCn2ccnc2C)c1
  A: -13; B: -0.4; C: 97; D: -1; E: 1.1; F: 1.1; G: -1.1; H: -8; I: 13; J: -9

> Cn1c(N)c(C(=O)COC(=O)c2ccc3c(c2)OCCO3)c(=O)n(C)c1=O
  A: 14; B: 0.1; C: 103; D: -2; E: 1.1; F: 0.9; G: 3.4; H: 0; I: -14; J: 7

> COc1ccc(C(=O)NC2CCN(C(=O)NC3CCCCC3)CC2)cc1
  A: 14; B: 0.0; C: 94; D: -1; E: 0.93; F: 1; G: -0.2; H: 10; I: -14; J: -3

> O=C(c1cnc(N2CCN(c3ncccn3)CC2)c2ccccc12)N1CCN(c2ncccn2)CC1
  A: 1; B: -0.2; C: 101; D: -2; E: 0.56; F: 1; G: 1.1; H: 4; I: -1; J: -1

> O=C(/C=C/Nc1ccc(Cc2ccc(N/C=C/C(=O)C(F)(F)F)cc2)cc1)C(F)(F)F
  A: -13; B: -0.2; C: 119; D: -4; E: 1; F: 1.1; G: 0.6; H: 5; I: 13; J: -8

> CCC(CC)n1[nH]c(=O)c2c(C)cc(C)nc21
  A: -7; B: 0.0; C: 102; D: -7; E: 1.2; F: 1; G: 1.8; H: -4; I: 7; J: -3

> CC(C)(C)C1CCC2(CC1)NC(=S)N(c1ccccc1)N2 (configuration not stated)
  A: -9; B: 0.2; C: 97; D: -3; E: 1.4; F: 1.1; G: 0.8; H: 1; I: 9; J: -6

> COc1cccc(NC(=S)N(CCc2ccc(OC)c(OC)c2)Cc2ccccn2)c1
  A: 3; B: -0.3; C: 96; D: -10; E: 1.1; F: 1.1; G: -1.9; H: 3; I: -3; J: -6

> Cn1cc(S(=O)(=O)N2CCN(c3cccc(C(F)(F)F)c3)CC2)c(=O)n(C)c1=O
  A: 7; B: -0.3; C: 98; D: -6; E: 0.88; F: 1.1; G: 0.3; H: -1; I: -7; J: -6

> Cc1cnc(C)c(N2CCN(Cc3nc(-c4cccc(F)c4F)oc3C)CC2)n1
  A: 2; B: -0.3; C: 100; D: -5; E: 0.95; F: 1; G: -0.1; H: 10; I: -2; J: -4

> CCCCn1c(N)c(-c2nc3ccccc3o2)c2c([N+](=O)[O-])nn(CC)c(=O)c21
  A: -7; B: -0.3; C: 100; D: 1; E: 1.2; F: 1.1; G: -0.2; H: 18; I: 7; J: -5

> CCN(CC)S(=O)(=O)c1ccc2c(c1)nc(CCC(=O)OCc1c(C)noc1C)n2C
  A: 0; B: 0.0; C: 96; D: -3; E: 1.1; F: 1; G: 1.9; H: 0; I: 0; J: 0

> COC(=O)c1[nH]c2cc(OC)c(OC)cc2c1NC(=O)Oc1ccccc1
  A: 16; B: -0.3; C: 115; D: -5; E: 0.58; F: 1; G: -0.5; H: 0; I: -16; J: -3

> Cc1cc(-c2nn(-c3ccccc3F)cc2CN2CCCC(O)C2)c(C)s1 (configuration not stated)
  A: 0; B: -0.4; C: 99; D: 1; E: 0.9; F: 1.1; G: -1.2; H: 8; I: 0; J: -11

> Cc1ccc(NC2=NC(c3ccccc3)n3c(nc(C)cc3=O)N2)cc1 (configuration not stated)
  A: -9; B: 0.3; C: 104; D: -9; E: 1.2; F: 1.1; G: 1.1; H: -5; I: 9; J: -6

> Clc1ccc(N2N=C(c3cccs3)CC2c2ccco2)cc1 (configuration not stated)
  A: 2; B: 0.2; C: 97; D: 2; E: 1.1; F: 1.1; G: -7.7; H: 7; I: -2; J: -7

> Cc1ccccc1C(=O)c1cccn1CC(=O)NCc1ccc(Cl)cc1
  A: -11; B: 0.2; C: 100; D: -2; E: 1.2; F: 1; G: 0.1; H: -4; I: 11; J: -3

> CCCc1cc(C(=O)OC)c2ccccc2n1
  A: 6; B: 0.2; C: 100; D: 1; E: 1; F: 1; G: 0.0; H: -7; I: -6; J: -3

> Cc1cc(Cl)ccc1N(CC(=O)NCc1ccc2c(c1)OCO2)S(C)(=O)=O
  A: -9; B: -0.3; C: 103; D: -2; E: 1.1; F: 1.1; G: -0.4; H: 5; I: 9; J: -7

> O=C(COC(=O)c1ccc(Br)o1)NCCCc1ccccc1
  A: -4; B: -0.5; C: 96; D: 2; E: 1.1; F: 1.1; G: -0.5; H: 2; I: 4; J: -8

> Cc1cc(C)n2c(SCC(=O)NC3CCCCC3C)nnc2n1 (configuration not stated)
  A: 1; B: -0.2; C: 100; D: 0; E: 0.94; F: 1; G: 0.3; H: 11; I: -1; J: -2

> COc1ccc(-n2c(SCC(=O)Nc3ccc4c(c3)OCO4)nc3ccccc3c2=O)cc1
  A: 10; B: -0.1; C: 98; D: 0; E: 0.64; F: 1.1; G: 2.0; H: 4; I: -10; J: -8

> O=C(c1ccc2c(c1)OCO2)C1CCCN(C(=O)C2CCOCC2)C1 (configuration not stated)
  A: -4; B: 0.1; C: 99; D: -2; E: 1.2; F: 1; G: 1.2; H: 9; I: 4; J: -4

> CC(C)NCC(O)Cn1c2c(c3ccccc31)CCc1c-2cnn1-c1ccccc1 (configuration not stated)
  A: 87*; B: 0.1; C: 95; D: -5; E: 2.1; F: 1; G: -0.1; H: 3; I: -87; J: -5

> CC(C)(C)c1ccc(OCC(=O)Nc2ccc(-c3nc4cccnc4o3)cc2)cc1
  A: -12; B: -0.2; C: 103; D: -8; E: 1.4; F: 1; G: 0.1; H: -52; I: 12; J: -3

> CCCCSC1=C(C#N)C(c2ccccc2C)C(C(=O)OCC)C(=O)N1 (configuration not stated)
  A: -17; B: -0.1; C: 102; D: 0; E: 0.91; F: 1; G: 0.7; H: 16; I: 17; J: -2

> Cc1cccc(NC(=O)C(=O)NCc2ccccn2)c1
  A: -3; B: -0.1; C: 117; D: ·; E: 1.9; F: 1; G: -2.9; H: -5; I: 3; J: 1

> Cc1cccc(N2CCN(S(=O)(=O)c3ccc4c(c3)CCC(=O)N4)CC2C)c1 (configuration not stated)
  A: 6; B: -0.4; C: 102; D: -2; E: 0.88; F: 1.1; G: 4.0; H: -23; I: -6; J: -10

> Cc1cc(C)cc(NC(=O)CC23CC4CC(C2)CC(n2nnc(C)n2)(C4)C3)c1
  A: 1; B: -0.5; C: 93; D: -3; E: 1; F: 1; G: 0.0; H: 10; I: -1; J: -4

> CC(OC(=O)c1ccc2c(=O)n3c(nc2c1)CCCCC3)C(=O)Nc1ncc(Cl)cc1Cl (configuration not stated)
  A: -22; B: -0.1; C: 102; D: -2; E: 1; F: 1; G: -0.7; H: 8; I: 22; J: -2

> CNC(=O)Nc1cc(C)nn1C
  A: -27; B: -0.3; C: 105; D: 1; E: 1.1; F: 1; G: -1.5; H: 12; I: 27; J: -2

> c1ccc(-c2ccccc2OCCOCCN2CCNCC2)cc1
  A: 10; B: -0.2; C: 101; D: -4; E: 1; F: 1; G: -1.1; H: 14; I: -10; J: -2

> O=C(CSc1ncccc1-c1nc2ccccc2[nH]1)Nc1ccc2c(c1)OCCO2
  A: -15; B: -0.4; C: 100; D: 4; E: 0.6; F: 1; G: 0.0; H: -20; I: 15; J: 4

> Cc1cc(C)nc(N2CCCC(C(=O)NCc3ccccc3)C2)n1 (configuration not stated)
  A: -4; B: 0.2; C: 100; D: 0; E: 0.68; F: 1; G: 0.4; H: 10; I: 4; J: 0

> CCOC(=O)c1cc2c(=O)n3ccccc3nc2n(Cc2ccco2)c1=NC(=O)c1ccc(OC)cc1
  A: 4; B: -0.4; C: 77; D: 2; E: 0.6; F: 1; G: -0.9; H: 8; I: -4; J: 2

> Cc1ccc(NS(=O)(=O)c2ccc(CCC(=O)O)cc2)cc1
  A: -2; B: -0.1; C: 108; D: -2; E: 0.92; F: 1; G: -0.3; H: 10; I: 2; J: -4

> CCN(CC)C1=NS(=O)(=O)c2cc([N+](=O)[O-])ccc21
  A: -14; B: 0.0; C: 104; D: -1; E: 1.1; F: 1.1; G: 0.1; H: 9; I: 14; J: -7

> COc1ccc(-c2[nH]ncc2CNCCCSC)cc1F
  A: 5; B: 0.1; C: 104; D: -3; E: 0.93; F: 1.1; G: -0.9; H: 3; I: -5; J: -8

> COCCNc1nc2c(S(=O)(=O)c3cc(C)ccc3C)nnn2c2ccccc12
  A: -19; B: -0.2; C: 102; D: 3; E: 1.1; F: 1; G: 0.3; H: 6; I: 19; J: 0

> COc1ccc(OCCC(=O)OCC(=O)NCc2ccco2)cc1
  A: -3; B: -0.2; C: 103; D: -4; E: 1.2; F: 1; G: -2.6; H: 7; I: 3; J: -1

> CN1CCN(CC(=O)Nc2nc(-c3ccccc3)cs2)CC1
  A: -12; B: -0.4; C: 96; D: -4; E: 0.95; F: 1; G: -0.5; H: 4; I: 12; J: -2

> CCC(=O)c1ccc(OCC(O)CN(CCc2ccccc2)Cc2ccccc2)cc1 (configuration not stated)
  A: 13; B: -0.3; C: 98; D: -1; E: 0.72; F: 1.1; G: -4.4; H: 2; I: -13; J: -6

> COC(=O)c1ccc(N2C(=O)CC(NCc3ccccc3)C2=O)cc1 (configuration not stated)
  A: -23; B: 0.3; C: 104; D: -6; E: 1.1; F: 1.1; G: 0.4; H: 1; I: 23; J: -6

> Cc1c(C(=O)OC2CCCCC2)sc2nc[nH]c(=O)c12
  A: 24; B: -0.1; C: 108; D: -9; E: 1.2; F: 1; G: 1.0; H: -30; I: -24; J: -3

> CCOC1CS(=O)(=O)CC1OCC (configuration not stated)
  A: 4; B: 0.0; C: 98; D: -6; E: 6*; F: 1.1; G: 1.4; H: 3; I: -4; J: -8
